Assay outcomes (PubChem BioAssay)
FN deposition inh – inhibitors of fibronectin matrix deposition, primary screen, AH1F cells, Alexa488-fibronectin fluorescence, plate reader; AH1F fibroblasts, overnight; inhibition, % at 12.6 µM; actives 0.086% (n = 350,000); AID 743247, 2014;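 active = mean inhibition across replicates of 30% or more, regardless of how many single replicates reach that level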;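 note: positive control wells lacked labelled fibronectin entirely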
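Assay system: AH1F fibroblasts / Quantity: 10000 cells per well / Medium: DMEM plus 2% serum, read in PBS / Reagent: labelled fibronectin 24 nM / Dosing: single dose, pinned / Times: 1 h cell attachment, overnight exposure to compound and label / Signal: fluorescence, ex 485 nm, em 525 nm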
Casp6 inh – human caspase-6 inhibitors, primary screen, biochemical, VEID-R110 fluorescence, single point, set 2; purified caspase-6, Z-VEID-R110 cleavage fluorescence; inhibition, % at 12.5 µM; actives 0.53% (n = 350,000);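 active = mean inhibition across replicates at least about 35%, with every replicate also reaching that limit, limit read from the data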;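 note: 0% = median of neutral control wells and 100% = no fluorescence left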
Target sequence (P55212 24-179 limits assumed): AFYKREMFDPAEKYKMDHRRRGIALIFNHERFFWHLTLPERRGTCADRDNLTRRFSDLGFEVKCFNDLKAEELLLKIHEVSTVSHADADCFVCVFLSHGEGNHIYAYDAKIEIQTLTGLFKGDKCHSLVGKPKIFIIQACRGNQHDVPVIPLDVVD
Target sequence (P55212 194-293 limits assumed): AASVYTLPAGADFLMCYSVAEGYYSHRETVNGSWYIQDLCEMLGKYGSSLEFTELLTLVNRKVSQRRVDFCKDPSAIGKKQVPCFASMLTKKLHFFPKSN
S100A4 inh HTS – inhibitors of S100A4-myosin IIA peptide binding, primary screen, biochemical, fluorescence polarization, TAMRA-MyoIIA peptide; actives 0.14% (n = 360,000); Protein S100-A4 (Homo sapiens), P26447; AID 652163, 2013; inhibition, % at 10.7 µM;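 active = mean inhibition of at least 70% across replicates, with every replicate also reaching that level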
Target sequence (P26447 whole entry, looked up): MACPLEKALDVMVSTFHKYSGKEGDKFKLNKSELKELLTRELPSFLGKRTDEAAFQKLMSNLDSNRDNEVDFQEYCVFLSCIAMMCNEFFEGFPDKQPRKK
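Material: S100A4 monomer (human). Medium: Calcium-containing HEPES buffer, pH 7.2. Probe or stimulus: labelled myosin peptide probe, 5 nM. Compound dosing: one concentration per compound. Timing: polarization read 5 min after assay mix addition, stable 5–60 min. Benchmarks: DMSO as neutral control, TFP as positive control.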
LGR2 inh – inhibitors of bursicon-induced LGR2 CRE-luciferase signal, primary screen, cell-based, HEK293, CRE-luciferase reporter, bursicon stimulation. Drosophila bursicon receptor LGR2 (rickets). bursicon-stimulated, 4 h. inhibition, % at 9.99 µM. actives 0.35% (n = 380,000);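 active = drop in luminescence signal, shown as inhibition above about 50% in the replicate tests, limit read from the data, passing the limit was not always enough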;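 note: agonist challenge used bursicon conditioned medium at about half maximal strength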
esBAF inh – Bmi1 luciferase reporter increase in mESCs, primary screen, esBAF inhibitor project, mouse ES cells, Bmi1 luciferase knock-in, single point; reporter increase, % at 12.5 µM; 24 h; 100% = twice the neutral-well signal; actives 2% (n = 350,000); in the data active = activation above about 40%;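 note: 0% = median of the plate's neutral control wells and 100% = double that signal; a rise in the Bmi1 reporter signal indicates esBAF inhibition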
SIRT5 block – SIRT5 desuccinylase inhibitors, primary screen, biochemical, fluorescence imaging, single point, set 5; inhibition, % at 15 µM; actives 1.1% (n = 330,000); NAD-dependent protein deacylase sirtuin-5, mitochondrial (Homo sapiens), Q9NXA8; Purified SirT5, succinyl-peptide AMC, trypsin-coupled fluorescence; AID 652115, 2013; in the data active = inhibition above about 15%
Target sequence (Q9NXA8 whole entry, looked up): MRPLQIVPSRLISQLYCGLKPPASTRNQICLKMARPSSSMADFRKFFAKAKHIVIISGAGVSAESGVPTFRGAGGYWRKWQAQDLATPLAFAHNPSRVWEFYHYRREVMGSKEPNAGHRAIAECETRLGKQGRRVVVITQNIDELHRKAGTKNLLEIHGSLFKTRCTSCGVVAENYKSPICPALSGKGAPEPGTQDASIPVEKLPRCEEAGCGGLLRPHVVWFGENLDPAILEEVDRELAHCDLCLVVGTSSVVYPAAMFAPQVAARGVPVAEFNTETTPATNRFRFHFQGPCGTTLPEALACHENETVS
C2C12 statin – suppressors of statin myotoxicity in C2C12 myotubes, primary screen, cell-based, single point, plate reader; C2C12 myotubes + simvastatin, ATP luminescence, 48 h; scaled: DMSO 0, geranylgeraniol control 100; rescue of ATP level, % at 7.49 µM; actives 0.78% (n = 330,000); AID 602340, 2012;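 active = mean ATP rescue above about 67%, or every replicate alone reaching that limit, limit read from the data, passing the limit was not always enough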;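 note: myotubes were challenged with 10 µM simvastatin during compound exposure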
Numbers without * were called inactive; nt = not tested or not shown; & = joins results of further samples. An excerpt. The share of hits here may be higher or lower than overall.

Below each SMILES – FN deposition inh	Casp6 inh	S100A4 inh HTS	LGR2 inh	esBAF inh	SIRT5 block	C2C12 statin
> Cn1c(SCC(=O)Nc2ccc(Cl)cc2F)nnc1-c1ccco1
 : -2	1	-10	3	0	1	7
> Cc1cc(NC(=O)CSc2nc(-c3ccc(F)cc3)cs2)no1
 : 1	nt	nt	nt	-2	nt	3
> O=C(NCC1CCCO1)c1ccc(COCC(F)(F)C(F)F)cc1 (stereo not given)
 : nt	5	-16	-5	8	0	-5
> CC1(c2ccc(OC(F)F)cc2)NC(=O)N(CC(=O)c2ccc3c(c2)OCO3)C1=O (stereo not given)
 : 4	4	-8	12	nt	0	nt
> O=C(Nc1cccc(S(=O)(=O)C(F)(F)F)c1)[C@H]1C[C@H](O)[C@@H](CO)O1
 : -1	2	4	26	-3	nt	3
> C[C@@H]1CN([C@@H](C)CO)C(=O)c2cc(NC(=O)Nc3ccc(C(F)(F)F)cc3)ccc2O[C@@H](C)CCCCO[C@@H]1CN(C)CC1CCCCC1
 : 0	-2	-4	9	5	-4	nt
> O=C(c1ccc(N2CCN(C(=O)c3ccc(F)cc3F)CC2)cc1)c1cccc(F)c1
 : nt	-1	-3	17	1	-1	4
> O=C(NC1CCCCC1)N1CC(=O)N2[C@@H](CO)[C@H](c3ccc(-c4ccccc4)cc3)[C@@H]2C1
 : 3	0	0	-2	nt	-1	nt
> C#CCN([C@H](/C=C/C1CC1)[C@@H](O)Cc1ccccc1)[C@@H]1C(=O)N2[C@@H]1SC(C)(C)[C@@H]2C(=O)OC
 : nt	1&0	22&0	nt	nt	-4&-3	nt
> CCOC(=O)C1CCCN(S(=O)(=O)c2cc3c4c(c2)CCC(=O)N4CCC3)C1 (stereo not given)
 : 8	-2	3	24	-1	1	-5
> COCCN(C(=O)COC(=O)c1cc2c(s1)CCCC2)c1c(N)n(Cc2ccccc2)c(=O)[nH]c1=O
 : -5	1	-7	-5	-3	-6	2
> CCOc1ccc(S(=O)(=O)N2CCC(C(=O)NCCN3CCOCC3)CC2)cc1C
 : -1	-2	-1	-11	-2	-3	-6
> C[C@@H]1CN([C@@H](C)CO)C(=O)c2cc(-c3cccc(F)c3)cnc2O[C@@H]1CN(C)Cc1cncnc1
 : -10	-2	22	-2	9	4	nt
> COc1ccc2c3c([nH]c2c1)[C@H](CO)N(Cc1nccs1)CC31CN(Cc2ccncc2)C1
 : -1	-7	8	10	nt	0	nt
> NC(=O)NC(Cc1ccccc1)C(=O)N1CCN(S(=O)(=O)c2ccc(Cl)cc2)CC1 (stereo not given)
 : 4	-3	-3	-9	-5	-5	4
> C[C@@H]1CN([C@H](C)CO)C(=O)c2cccc(NC(=O)Nc3ccc(C(F)(F)F)cc3)c2O[C@H]1CN(C)C(=O)Nc1ccc2c(c1)OCO2
 : nt	nt	nt	17	9	nt	-4
> O=S(=O)(c1ccc(NC(=S)NCc2ccncc2)cc1)N1CCCCC1
 : 11	1	15	-5	-5	4	-3
> CCC(=O)N1CCN(c2ccccc2NC(=O)COc2cc(C)ccc2C(C)C)CC1
 : nt	-1&2	-1&30	9&-1	-8	-2	-5
> Nc1cc(Nc2ccccc2)ccn1
 : -1	-3	-2	-7	-9	-1	-4
> Cc1cc(NC(=O)c2cc(-c3cccc(OCC(C)C)c3)nc3ccccc23)no1
 : nt	0	6	-5	-10	-2	3
> Cc1ccccc1OCC(=O)OCC(=O)NC1CCCC1
 : -3	0	-4	10	2	nt	2
> C[C@@H]1CN([C@@H](C)CO)C(=O)c2cccc(NC(=O)Nc3ccc(C(F)(F)F)cc3)c2O[C@@H]1CN(C)C(=O)Nc1cccc2ccccc12
 : 36*	0	-1	67*	1	-5	nt
> Cc1ccc(NC(=O)CN2C(=O)NC(C)(CCc3ccccc3)C2=O)cc1 (stereo not given)
 : -6	1	-5	0	-1	-7	2
> O=C(CN1C(=O)C2C3C=CC(C3)C2C1=O)NCc1ccc2c(c1)OCO2 (stereo not given)
 : 5	nt	nt	nt	-6	nt	0
> CN(Cc1ccon1)C(=O)CC1C(=O)NCCN1Cc1cccc(F)c1F (stereo not given)
 : -12	7	-2	-19	5	-6	1
> CCS(=O)(=O)N1CC(=O)N2[C@@H](CO)[C@H](c3ccc(C#Cc4ccc(F)cc4)cc3)[C@@H]2C1
 : nt	0	-8	-8	nt	6	nt
> CC(C)=CC(=O)N1CC[C@@H](N2CCN(c3ccccc3F)CC2)[C@H](O)C1
 : -2	-1	-1	1	4	-5	-2
> Cc1cccc(Nc2nc(Cl)ncc2F)c1C
 : -5	0	0	2	0	1	7
> CC(C)NC(=O)COC(=O)c1cccc(NS(=O)(=O)/C=C/c2ccccc2)c1
 : 8	4	-4	-1	-9	5	-6
> COc1ccccc1-n1cnc2cc(C(=O)NC3CCCC3)ccc21
 : -4	nt	nt	nt	-1	nt	-4

Three entries from above, reformatted.
SMILES,FN deposition inh,Casp6 inh,S100A4 inh HTS,LGR2 inh,esBAF inh,SIRT5 block,C2C12 statin
CC1(c2ccc(OC(F)F)cc2)NC(=O)N(CC(=O)c2ccc3c(c2)OCO3)C1=O (stereo not given),4,4,-8,12,nt,0,nt
CCOc1ccc(S(=O)(=O)N2CCC(C(=O)NCCN3CCOCC3)CC2)cc1C,-1,-2,-1,-11,-2,-3,-6
Cn1c(SCC(=O)Nc2ccc(Cl)cc2F)nnc1-c1ccco1,-2,1,-10,3,0,1,7

(further entries)
Below each SMILES – FN deposition inh	Casp6 inh	S100A4 inh HTS	LGR2 inh	esBAF inh	SIRT5 block	C2C12 statin
> Nc1[nH]c(C(=O)c2ccc(Br)cc2)c(-c2ccccn2)c1C(=O)NCCc1c[nH]c2ccccc12
 : -10	-1	0	2	nt	nt	nt
> CC(C)C#Cc1ccc2c(c1)O[C@H](CN(C)C)[C@@H](C)CN([C@@H](C)CO)S2(=O)=O
 : nt	-5	9	-6	-3	-3	5
> Nc1[nH]c(C(=O)c2ccccc2)c(-c2cccc3ccccc23)c1C(=O)NC1CCCCC1
 : 3	-2	1	-5	nt	0	nt
> COc1ccc(C(=O)C2=NN(C(C)=O)CC2c2ccco2)cc1 (stereo not given)
 : nt	-3	-2	-9	nt	1	nt
> CCCNC(=O)N1[C@H](CO)[C@@H](c2ccc(C3=CCCC3)cc2)[C@@H]1CNC(C)=O
 : -10	nt	nt	-3	5	nt	-2
> COC(=O)CCC(=O)OC1(C)C(=O)C=C2C=C(C3CC3)N(CCc3c[nH]c4ccccc34)C=C2C1=O (stereo not given)
 : -1	9	-4	18	6	-1	11
> Cc1ccc(NNC(=O)c2c(F)cccc2Cl)cc1Cl
 : -5	1	-3	5	-2	-2	25
> COc1ccc(OCc2cccc(C(=O)Nn3cc([N+](=O)[O-])cn3)c2)cc1
 : -10	-4	1	99*	-81	-1	-26
> C[C@H]1CN([C@@H](C)CO)C(=O)c2ccccc2-c2ccccc2CO[C@@H]1CN(C)C(=O)c1cc(Cl)cc(Cl)c1
 : -19	2	-1	14	nt	1	nt
> CCc1nnc(NC(=O)CSc2nnc(COc3ccc(C)cc3)n2-c2ccccc2)s1
 : 0	nt	nt	nt	-9	nt	3
> COc1ccccc1-c1cc(C(=O)N2CCN(c3ccccc3OC)CC2)no1
 : nt	5	0	-12	7	-5	nt
> CNC(=O)C[C@@H]1CC[C@H]2[C@H](COc3ccc(NC(=O)Nc4ccc(C)cc4)cc3C(=O)N2C)O1
 : -5	0	4	-4	4	-2	-14
> COc1cc(C)c(Cl)cc1S(=O)(=O)N1CCSC1
 : -15	-2	-3	-1	5	-3	9
> Cc1nc(Br)c(Br)n1Cc1ccccc1
 : 10	nt	2	nt	0	-2	-6
> CCC(C)(NC(=O)c1ccccn1)C(=O)NC1CCCCC1 (stereo not given)
 : nt	nt	nt	-6	-2	nt	15
> C[C@@H]1CN([C@H](C)CO)C(=O)Cc2cc(NS(=O)(=O)c3cccs3)ccc2O[C@H]1CN(C)S(=O)(=O)c1ccc(Cl)cc1
 : nt	-1	1	4	-2	0	6
> CN(C)/C=C/C(=O)c1cnc(-c2ccccc2Cl)s1
 : -8	-1	-3	-76	nt	-3	nt
> S=c1[nH]nc(-c2cccnc2)n1/N=C/c1ccccc1
 : 4	2	4	-19	5	5	-4
> Cc1ccc2nc(NC(=O)C3CCN(S(=O)(=O)c4ccc5c(c4)oc(=O)n5C)CC3)sc2c1
 : -19	-2	-2	-30	-3	1	5
> Cc1cc(C)n(C(=O)CNC(=O)c2cccc(F)c2)n1
 : 6	nt	-2	1	-6	-1	3
> Nc1nnc(-c2ccc(Cl)c([N+](=O)[O-])c2)s1
 : -3	-2	5	-9	nt	-1	nt
> CC1CN(C(=O)c2ccc(COc3ccc4ccccc4c3)o2)CC(C)O1 (stereo not given)
 : 5	2	0	-26	nt	-2	nt
> O=C(N/N=C/c1ccncc1)c1ccncc1
 : nt	-3	-13	5	1	0	8
> Cc1ccc(S(=O)(=O)NCC[C@@H]2CC[C@@H](NC(=O)c3cccc(F)c3)[C@@H](CO)O2)cc1
 : nt	-2	8	15	2	-1	-1
> O=C(CSc1nc2ccccc2[nH]1)N/N=C/C=C\c1ccccc1[N+](=O)[O-]
 : 5	-2	-3	-10	nt	-1	nt
> Cc1ccc(C(=O)OCC(=O)NCc2ccc3c(c2)OCO3)o1
 : nt	-4	-7	-4	5	-3	-2
> O=C(Nc1cc(-c2nc3ncccc3o2)ccc1Cl)c1ccc2c(c1)OCO2
 : -7	1	-3	-12	-3	1	-6
> CC(C)C(=O)NNC(=O)C1CC1(c1ccccc1)c1ccccc1 (stereo not given)
 : -7	2	6	2	3	-2	-2
> CC(=O)c1sc(-c2ccc(Cl)cc2)cc1N
 : -3	2	-1	-34	nt	-1	nt
> Cc1noc(C)c1NC(=O)Nc1ccc2c(c1)C(=O)N([C@H](C)CO)C[C@H](C)[C@H](CN(C)CC1CCCCC1)OCCCC[C@@H](C)O2
 : nt	3	5	-4	-7	-2	nt
> O=C(CSc1nc2ccccc2c(=O)n1-c1ccc(F)cc1F)Nc1ccc2c(c1)CCC2
 : nt	-2	-6	16	nt	-2	nt
> N#Cc1cnc(NCc2ccc(Cl)cc2Cl)nc1
 : 12	-2	-1	5	8	0	5
> COC(=O)c1ccc(CNC(=O)C2CCC(=O)N(Cc3ccccn3)C2)cc1 (stereo not given)
 : 4	-4	6	13	1	0	7
> COc1ccc(/C=C/C(=O)C(C(N)=O)=C2SCCS2)cc1
 : 1	-4	-1	-18	nt	2	nt
